Giardia FBPA inh: inhibitors of Giardia lamblia fructose-1,6-bisphosphate aldolase; purified Giardia FBPA; Potency, µM (titrated, usually from 59.6 µM), inactives show at the highest dose activity, negative = inhibition, most hits filed as inhibitors; 290,000 compounds, 0.71% hits; AID 2451; also: potency is read from the fitted curve at half-maximal effect; nearly all actives have a fitted effect of over 55% in size
Target sequence (A8B2U2 whole entry, looked up): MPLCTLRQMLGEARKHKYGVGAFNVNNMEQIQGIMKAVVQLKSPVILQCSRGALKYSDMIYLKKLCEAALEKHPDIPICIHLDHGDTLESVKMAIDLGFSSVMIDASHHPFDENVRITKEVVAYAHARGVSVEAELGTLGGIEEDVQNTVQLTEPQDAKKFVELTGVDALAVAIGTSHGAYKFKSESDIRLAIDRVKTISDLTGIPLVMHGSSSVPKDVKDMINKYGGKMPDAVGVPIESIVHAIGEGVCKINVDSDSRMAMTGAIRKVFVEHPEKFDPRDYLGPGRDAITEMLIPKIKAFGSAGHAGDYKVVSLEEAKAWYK
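Giardia FBPA (40 nM reagent) was preincubated 10 min at RT with compound (up to 57.5 uM final), then substrate plus GAPDH/TPI/NAD/arsenate coupling system with diaphorase/resazurin was added; resorufin fluorescence (525/598 nm) was read after 20 min.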
AmpC detergent: AmpC beta-lactamase inhibition with detergent present | 370,000 compounds, 0.041% hits | AmpC hydrolysis of nitrocefin, absorbance 480 nm, 0.01% Triton | P00811 | AID 485294 | Potency, µM (top dose mostly 114 µM), for the others: top-dose activity change, negative = inhibition, usual class: inhibitors;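 also: potency is read from the fitted curve at half-maximal effect; 0% = no-compound wells and -100% = no-enzyme wells; nearly all actives have a fitted effect of over 25% in size; some results filed as inactive show a strong effect at the top dose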
Target sequence (P00811 whole entry, looked up): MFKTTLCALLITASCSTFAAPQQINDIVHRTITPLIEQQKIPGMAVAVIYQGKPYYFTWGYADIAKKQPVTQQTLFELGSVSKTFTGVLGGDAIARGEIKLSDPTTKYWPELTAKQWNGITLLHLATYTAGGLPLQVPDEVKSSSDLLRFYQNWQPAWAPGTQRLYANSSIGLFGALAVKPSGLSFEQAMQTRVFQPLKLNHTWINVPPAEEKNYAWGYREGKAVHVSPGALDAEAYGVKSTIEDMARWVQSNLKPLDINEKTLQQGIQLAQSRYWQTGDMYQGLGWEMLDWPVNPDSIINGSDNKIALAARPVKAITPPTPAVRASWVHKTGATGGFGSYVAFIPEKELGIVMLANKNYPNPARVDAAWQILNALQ
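20 mM phosphate pH 7.0 + 0.01% (detergent screen) or 0.0001% Triton X-100; 5.3 nM AmpC reagent; cpd preinc 15 min RT; nitrocefin (800 uM stock) to start; A480 q20 s × 4 min; Activity was normalised to no-enzyme and no-compound control wells.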
Sm TGR inh: inhibitors of Schistosoma mansoni thioredoxin glutathione reductase | 360,000 compounds, 3% hits | Q962Y6 | Potency, µM (highest dose often 114 µM), for inactives: at the highest dose activity change, negative = inhibition, actives largely listed as inhibitors | purified TGR, DTNB reduction, TNB absorbance 405 nm; also: potency is read from the fitted curve at half-maximal effect; nearly all actives have a fitted effect of over 60% in size
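Kinetic colorimetric format: TGR-catalysed, NADPH-driven DTNB reduction monitored via TNB absorbance. Enzyme dispensed at 20 nM; compound exposure 15 min at room temperature before reaction start.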
HCMV inh: blocks human cytomegalovirus replication; activity change, negative = inhibition, % at 57.5 µM; HFF cells, HCMV-luciferase reporter, 72 h; hits give low values; 410,000 compounds, 4.5% hits; in the data active = activity change below about -60%; inconclusive = no clear call, values can overlap the other calls; inactive = above about -39%
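Human foreskin fibroblasts infected with luciferase-reporter HCMV at MOI 1 PFU/cell, compounds at two doses. Luciferase measured 72 h post infection; normalized to buffer-only basal and Salinomycin (10uM) controls.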
HCV inhibitor: blocks hepatitis C virus; Potency, µM (doses to about 41.8 µM), for inactives: top-dose activity change, negative = inhibition, most hits filed as inhibitors; 340,000 compounds, 3.4% hits; Huh7.5.1 HCVcc-Cre infection, luciferase reporter, 44 h; also: potency is read from the fitted curve at half-maximal effect
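Infectious HCV cell culture screen: compound-treated cells (1,000/well, pre-plated 4 h) are infected with HCVcc-Cre at roughly 0.5 moi and grown 44 h. Infection is quantified by luciferase signal after 15 min substrate incubation at room temperature.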
AmpC inh no detg: AmpC beta-lactamase inhibition without detergent; Potency, µM (top dose mostly 57.1 µM), for inactives: at the top dose activity change, negative = inhibition, most hits filed as inhibitors; 330,000 compounds, 0.52% hits; P00811; AmpC nitrocefin hydrolysis, absorbance 480 nm, 0.0001% Triton;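 also: potency is read from the fitted curve at half-maximal effect; plate controls were no compound for no effect and no enzyme for full effect; nearly all actives have a fitted effect of over 20% in size; some results filed as inactive show a strong effect at the top dose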
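20 mM phosphate pH 7.0 + 0.01% (detergent screen) or 0.0001% Triton X-100; 5.3 nM AmpC reagent; cpd preinc 15 min RT; nitrocefin (800 uM stock) to start; A480 q20 s × 4 min; Activity was normalised to no-enzyme and no-compound control wells.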
* marks the source's active call; other numbers are inactive results; ? = inconclusive; nt = no result given; [ ] = remark or other dose. Unless noted, calls follow the shape of the dose curve; as a rule, active = well fitted curve in the direction sought with a large enough effect; inconclusive = small, poorly fitted or top-dose-only effect, or another doubt; inactive = no such curve, though single readings can be large; an effect the other way counts as inactive or inconclusive. Unless noted, % is scaled to controls: 0 for no effect and ±100 for the full control effect.

SMILES	Giardia FBPA inh	AmpC detergent	Sm TGR inh	HCMV inh	HCV inhibitor	AmpC inh no detg
CC1CCCC(C)N1C(=O)COC(=O)Cc1c[nH]c2ccccc12 (stereo not drawn)	nt	-13.4%	-7.7%	-1.0	10.9%	8.4%
COc1ccccc1C(=O)Nc1nc2n(n1)C(c1ccc(F)cc1)C=C(c1ccc(Cl)cc1)N2 (stereo not drawn)	nt	-2.9%	-1.4%	-22.4	nt	nt
CCCc1ccc(C(=O)CCC(=O)O)cc1	27.2%	-18.5%	-6.2%	37.4	28.1%	3.4%
COCCNC(=O)c1ccc2c(=O)n(Cc3ccco3)c(SCC(=O)NC3CCCCC3)nc2c1	3.4%	-1.6%	-9.4%	0.3	?	-17.0%
O=c1oc2cccnc2n1CCS(=O)(=O)c1ccc(F)cc1	0.3%	-4.3%	-24.0%	?	-3.2%	-2.3%
O=C(O)CSCC(=O)N1CCCN(c2nccc(C(F)(F)F)n2)CC1	9.4%	-0.8%	8.8%	-18.6	14.5%	-6.7%
COc1cccc2cc(-c3ccccc3)c(=O)oc12	2.2%	-1.2%	6.0%	41.1	-0.5%	-15.5%
CCNC(=S)N=Nc1c(O)[nH]c2ccc(C(C)C)cc12	4.8%	-2.8%	-1.8%	-65.8*	?	-34.8%
CC(C)(C)c1ccc(/C=N/Nc2cccc(C(=O)O)c2)cc1	-1.8%	3.0%	4.9%	159.8	14.4%	-34.2%
CCCC(C)NC(=O)/C=C/c1cccc([N+](=O)[O-])c1 (stereo not drawn)	-0.2%	-4.2%	-1.8%	5.5	-12.2%	-2.8%
COc1ccc(/C=N/n2cncn2)cc1CSc1ccccn1	-1.2%	3.5%	2.6%	-1.1	13.3%	0.2%
Cc1ccc(-n2[nH]c3c4c(ccc3c2=O)C(=O)c2ccccc2C4=O)cc1	0.6%	-5.2%	-2.5%	-33.1	29.7%	-6.9%
COCCn1c(N)c(N(Cc2ccccc2)C(=O)c2cc(=O)[nH]c3ccccc23)c(=O)[nH]c1=O	nt	nt	nt	10.9	11.7%	-18.8%
CC(=O)c1ccc(NC(=O)c2ccc(S(=O)(=O)c3ccccc3)cc2)cc1	2.9%	-11.3%	-6.7%	12.8	?	-19.7%
Cc1ccc(S(=O)(=O)N2CCN(C(=O)COC(=O)Cc3ccc(Cl)cc3)CC2)c(C)c1	nt	?	-2.9%	-32.3	11.9%	37.4%
CC(C)c1ccc(C2CC(=O)Nc3cc4c(cc32)OCCO4)cc1 (stereo not drawn)	nt	12.4%	0.1%	-24.1	nt	nt
O=S(=O)(N/N=C/c1ccc2c(c1)OCO2)c1ccc(Br)cc1	nt	-10.0%	-3.5%	13.3	-23.8%	82.0%[activator]
COc1ccc(CCN(Cc2cccs2)S(=O)(=O)c2ccc(C(=O)O)cc2)cc1OC	29.4%	1.3%	-18.8%	21.9	14.8%	-2.9%
CCc1cccc(NC(=O)CSCc2cc(=O)[nH][nH]2)c1	-9.3%	-0.3%	3.2%	-10.8	3.1%	-46.0%
CC(Cc1c[nH]c2ccccc12)NC(N)=O (stereo not drawn)	4.6%	1.8%	11.9%	22.9	10.4%	-12.3%

Reformatted with values under each structure: part of the list above
Below each compound: Giardia FBPA inh | AmpC detergent | Sm TGR inh | HCMV inh | HCV inhibitor | AmpC inh no detg
- CC1CCCC(C)N1C(=O)COC(=O)Cc1c[nH]c2ccccc12 (stereo not drawn)
    nt | -13.4% | -7.7% | -1.0 | 10.9% | 8.4%
- COc1ccccc1C(=O)Nc1nc2n(n1)C(c1ccc(F)cc1)C=C(c1ccc(Cl)cc1)N2 (stereo not drawn)
    nt | -2.9% | -1.4% | -22.4 | nt | nt
- CCCc1ccc(C(=O)CCC(=O)O)cc1
    27.2% | -18.5% | -6.2% | 37.4 | 28.1% | 3.4%
- COCCNC(=O)c1ccc2c(=O)n(Cc3ccco3)c(SCC(=O)NC3CCCCC3)nc2c1
    3.4% | -1.6% | -9.4% | 0.3 | ? | -17.0%
- O=c1oc2cccnc2n1CCS(=O)(=O)c1ccc(F)cc1
    0.3% | -4.3% | -24.0% | ? | -3.2% | -2.3%
- O=C(O)CSCC(=O)N1CCCN(c2nccc(C(F)(F)F)n2)CC1
    9.4% | -0.8% | 8.8% | -18.6 | 14.5% | -6.7%
- COc1cccc2cc(-c3ccccc3)c(=O)oc12
    2.2% | -1.2% | 6.0% | 41.1 | -0.5% | -15.5%
- CCNC(=S)N=Nc1c(O)[nH]c2ccc(C(C)C)cc12
    4.8% | -2.8% | -1.8% | -65.8* | ? | -34.8%
- CC(C)(C)c1ccc(/C=N/Nc2cccc(C(=O)O)c2)cc1
    -1.8% | 3.0% | 4.9% | 159.8 | 14.4% | -34.2%

(further entries)
SMILES	Giardia FBPA inh	AmpC detergent	Sm TGR inh	HCMV inh	HCV inhibitor	AmpC inh no detg
CC(C)c1ccc(/C=N/Nc2ccc(C(=O)O)cc2)cc1	6.4%	1.1%	-22.3%	-63.5*	9.5%	-43.3%
O=C(OCc1nc2ccccc2[n+]([O-])c1C(=O)c1ccccc1)c1cccnc1	-7.6%	?	0.9%	20.4	-1.2%	13.8%
NS(=O)(=O)c1ccc(NCc2c(F)cccc2Cl)cc1	7.7%	-14.0%	-0.6%	-26.4	6.9%	-15.9%
CC1(C)C(=O)N(CCN2CCC(C(=O)c3ccc(F)cc3)CC2)c2ccccc21	-2.1%	?	-9.8%	?	?	44.2%
CCOC(=O)C(C)(C)Sc1nc2c(cnn2-c2ccc(F)cc2)c(=O)[nH]1	-18.9%	-1.0%	-0.5%	-26.5	-21.3%	-16.6%
Cc1cccc(C(=O)Nc2cc(=O)n(C)c(=O)n2C)c1	-1.4%	?	4.9%	-23.1	-0.1%	-15.9%
CN1CCc2c(sc3c2c(=O)n(-c2ccccc2)c2n[nH]c(=S)n32)C1	?	4.6%	1.3%	-5.5	11.2%	-2.2%
CCOC(=O)c1c(C)[nH]c(C)c1C(=O)COC(=O)Cc1ccc(OC)c(OC)c1	nt	nt	nt	21.0	-7.5%	-9.5%
CCN(CC)C(=O)c1ccc(Nc2nnc(C)c3ccccc23)cc1	-7.5%	-4.0%	0.0%	-22.1	?	-8.2%
COc1ccc2c(c1)[nH]c1c(Cl)ncnc12	-9.7%	-0.3%	-8.7%	19.7	6.7%	-18.1%
COc1ccc(CCNC(=O)c2cc(S(=O)(=O)N3CCOCC3)cn2C)cc1OC	0.4%	?	-9.7%	15.6	-17.2%	5.6%
Cc1cccc(OCCC(=O)Nc2nnc(C)s2)c1	3.1%	-8.8%	6.5%	54.6	4.3%	-27.2%
CC(C)(C)C(=O)N1CCN(c2nc3ccccc3s2)CC1	0.6%	-0.6%	3.1%	0.0	-29.0%	8.8%
Cc1ccc(-c2cc(-c3cccs3)[nH]n2)c(O)c1	-0.2%	-19.3%	1.8%	204.0	-27.1%	-19.5%
O=C(Cn1nnc2ccccc2c1=O)Nc1ccc(S(=O)(=O)N2CCOCC2)cc1	-0.1%	-0.2%	6.8%	11.4	-4.9%	-44.6%
Cc1ccc(S(=O)(=O)Nc2ccc(C(=O)Nc3cc(C)on3)cc2)cc1	0.6%	-6.8%	1.2%	-18.8	8.3%	-32.4%
CC(C)N(C(=O)[C@H]1C[C@H](CC(=O)NC(C)(C)C)C(=O)N2CCc3c([nH]c4cc(-c5ccco5)ccc34)[C@]12C)C(C)C	nt	nt	nt	15.3	?	159.5%[activator]
CC(C)(C)NC(=O)N1CCN(S(=O)(=O)c2ccc3c(c2)CCC3)CC1	nt	-9.1%	-8.4%	-8.1	3.8%	24.2%
CCOC(=O)C1(CCCc2ccccc2)CCN(S(=O)(=O)N(C)C)CC1	9.9%	?	-10.2%	-21.5	?	79.0%[activator]
O=C1c2ccccc2C(=O)N1CCCCSc1nnc2ccccn12	0.6%	-11.9%	-0.8%	-14.7	8.9%	2.6%
Cc1ccc(CN2C(=O)c3ccccc3NC2c2ccccn2)cc1 (stereo not drawn)	-0.2%	9.3%	9.1%	45.1	10.8%	-27.1%
Cc1ccc(NC(=S)N(CCCN2CCOCC2)Cc2cccnc2)cc1C	-0.7%	-12.8%	26.0%	7.3	3.2%	26.3%
Cc1cccc(S(=O)(=O)N2CCN(Cc3ccc4c(c3)OCO4)CC2)c1	-2.9%	-9.4%	1.7%	-26.2	5.5%	19.7%
CCCCCCCCC1=NCCc2c1[nH]c1ccccc21	-19.5%	1.8%	-12.3%	27.4	?	-7.3%
COc1ccc(N2CCN(C(=O)c3cccnc3SCc3cccc(Br)c3)CC2)cc1	-5.5%	4.5%	-1.4%	9.3	?	113.1%[activator]
O=C(CC1(O)C(=O)Nc2ccccc21)c1ccc2c(c1)OCO2 (stereo not drawn)	-0.3%	0.6%	-13.9%	44.4	14.5%	-24.2%
COc1ccc(C(=O)O/N=C(\C)c2ccccc2)cc1	-6.5%	-14.9%	5.6%	11.5	9.2%	-6.1%
CC(C)(C)NS(=O)(=O)c1ccc(CCC(=O)NCc2ccccn2)cc1	13.7%	2.9%	-4.2%	2.0	5.8%	0.8%
Cc1ccc(S(=O)(=O)N2CCCCC2)cc1NC(=O)C1CC(=O)N(Cc2ccco2)C1 (stereo not drawn)	nt	-7.4%	-12.9%	-2.1	33.2%[activator]	-19.2%
COc1ccc(CCNC(=O)CSCc2c(F)cccc2Cl)cc1OC	3.4%	3.1%	nt	-14.2	?	14.6%
CC1CCc2sc(C(=O)OCC(=O)NC(C)C)cc2C1 (stereo not drawn)	5.7%	0.1%	2.7%	?	20.6%	-18.4%
N#Cc1c(SCC(N)=O)nsc1SCc1ccc(Cl)cc1	-2.4%	-1.8%	0.4%	34.5	-10.1%	0.2%
Cc1ccc(OC(=O)CCc2c(C)nc3ncnn3c2C)cc1	0.6%	-6.6%	4.2%	10.6	15.0%	-9.7%
CCNC(=O)NC(=O)C(C)Sc1nc2ccccc2c(=O)n1-c1cccnc1 (stereo not drawn)	?	2.2%	-0.6%	30.6	12.2%	0.9%
Cc1cc(OC(=O)c2ccccc2)c([N+](=O)[O-])c(=O)[nH]1	-0.1%	-7.5%	-4.7%	-4.3	-21.7%	-20.7%
Cc1cc(C2=NNC(=NC3CC3)SC2)c(C)n1-c1ccccc1F	-4.9%	2.5%	-1.1%	-96.8*	11.2µM*	-26.5%
Cc1c2cnn(CC(=O)N3CCN(c4ccc(F)cc4)CC3)c(=O)c2c(C)n1Cc1ccccc1F	nt	17.3%	2.7%	-18.3	nt	nt

Compound profiles, from the list above.
Profile of COc1ccc(N2CCN(C(=O)c3cccnc3SCc3cccc(Br)c3)CC2)cc1 : Giardia FBPA inh = -5.5%; AmpC detergent = 4.5%; Sm TGR inh = -1.4%; HCMV inh = 9.3; HCV inhibitor = ?; AmpC inh no detg = 113.1%[activator]
Profile of Cc1cc(C2=NNC(=NC3CC3)SC2)c(C)n1-c1ccccc1F : Giardia FBPA inh = -4.9%; AmpC detergent = 2.5%; Sm TGR inh = -1.1%; HCMV inh = -96.8*; HCV inhibitor = 11.2µM*; AmpC inh no detg = -26.5%

Assay outcomes from PubChem BioAssay.
